PrPC TRFRET = cell surface PrPC inhibition, primary TR-FRET screen; P04156; TR-FRET read-out; inhibition, % at 13.8 µM; 370,000 compounds, 0.43% hits; AID 720596; in the data active = inhibition above about 24%; note: 0% = median of the test wells and 100% = reference compound wells
The depositor's hits bear a star; & = joins results of further samples. This is a subset; the hit share may differ from the screen's.

The first 20 records, to show the layout:
SMILES	PrPC TRFRET
C[C@H]1[C@@H](OC(=O)NCc2cccc(C(F)(F)F)c2)CC[C@@]23CCCN2C(=O)CCC[C@@H]13	7
CCC[C@H]1[C@@H](OC(=O)NC2CCC2)CC[C@@]23CCCN2C(=O)CCC[C@@H]13	-2
O=C(NCc1ccccc1)C1CCN(c2nc(-c3ccc(Br)cc3)cs2)CC1	10
O=C(OCC#CCSc1nnc(-c2cccc3ccccc23)o1)c1ccc(F)c(F)c1	3
O=C1CCC[C@H]2C[C@H](NCc3ccccc3F)CC[C@]23CCCN13	-2
CC(C)Cn1c(=O)cc(N2CCN(c3cccc(C(F)(F)F)c3)CC2)[nH]c1=O	11
COc1ccc(CNC(=O)O[C@H]2CC[C@@]34CCCN3C(=O)CCC[C@H]4C2)cc1	4
Oc1ccc(/C=C/c2c(F)cccc2F)c2cccnc12	0
CCCC1CCC2(CC1)CCC2OC(=S)Nc1cccc(I)c1 (stereo not given)	4
CC(C)C[C@H](NC1(C(=O)NC2CCCCC2)CCCCC1)C(=O)NCCc1c[nH]c2ccccc12	3
c1nc(NCC2CC2)c2cc(-c3ccc4c(c3)OCO4)ccc2n1	-7
CCCCc1ccc2nc(NC(=O)c3cccs3)sc2c1	11
Oc1ccc(CNc2ccccc2C(F)(F)F)c2cccnc12	-7
CC(=O)N1CCN(c2cc(-c3ccco3)nc3cc(-c4ccccc4)nn23)CC1	-18
OC1(Cc2ccccc2)CCN(c2ncnc3sccc23)CC1	20
CCOC(=O)C(Cc1ccccc1)P(=O)(OCC)OCC (stereo not given)	-6
O=[N+]([O-])c1ccc2nc(COCc3nc4ccccc4[nH]3)[nH]c2c1	-5
S=C(Nc1cccc(Cl)c1)OCCN1CCCC12CCC(c1ccccc1)CC2 (stereo not given)	4
C[C@H]1[C@@H](OC(=O)NCc2cccnc2)CC[C@@]23CCCN2C(=O)CCC[C@@H]13	-5
CCCC1CCC2(CC1)CCC2OC(=O)Nc1ccc(F)cc1 (stereo not given)	3

Main list, from the first entry:
SMILES	PrPC TRFRET
C[C@H]1[C@@H](OC(=O)NCc2cccc(C(F)(F)F)c2)CC[C@@]23CCCN2C(=O)CCC[C@@H]13	7
CCC[C@H]1[C@@H](OC(=O)NC2CCC2)CC[C@@]23CCCN2C(=O)CCC[C@@H]13	-2
O=C(NCc1ccccc1)C1CCN(c2nc(-c3ccc(Br)cc3)cs2)CC1	10
O=C(OCC#CCSc1nnc(-c2cccc3ccccc23)o1)c1ccc(F)c(F)c1	3
O=C1CCC[C@H]2C[C@H](NCc3ccccc3F)CC[C@]23CCCN13	-2
CC(C)Cn1c(=O)cc(N2CCN(c3cccc(C(F)(F)F)c3)CC2)[nH]c1=O	11
COc1ccc(CNC(=O)O[C@H]2CC[C@@]34CCCN3C(=O)CCC[C@H]4C2)cc1	4
Oc1ccc(/C=C/c2c(F)cccc2F)c2cccnc12	0
CCCC1CCC2(CC1)CCC2OC(=S)Nc1cccc(I)c1 (stereo not given)	4
CC(C)C[C@H](NC1(C(=O)NC2CCCCC2)CCCCC1)C(=O)NCCc1c[nH]c2ccccc12	3
c1nc(NCC2CC2)c2cc(-c3ccc4c(c3)OCO4)ccc2n1	-7
CCCCc1ccc2nc(NC(=O)c3cccs3)sc2c1	11
Oc1ccc(CNc2ccccc2C(F)(F)F)c2cccnc12	-7
CC(=O)N1CCN(c2cc(-c3ccco3)nc3cc(-c4ccccc4)nn23)CC1	-18
OC1(Cc2ccccc2)CCN(c2ncnc3sccc23)CC1	20
CCOC(=O)C(Cc1ccccc1)P(=O)(OCC)OCC (stereo not given)	-6
O=[N+]([O-])c1ccc2nc(COCc3nc4ccccc4[nH]3)[nH]c2c1	-5
S=C(Nc1cccc(Cl)c1)OCCN1CCCC12CCC(c1ccccc1)CC2 (stereo not given)	4
C[C@H]1[C@@H](OC(=O)NCc2cccnc2)CC[C@@]23CCCN2C(=O)CCC[C@@H]13	-5
CCCC1CCC2(CC1)CCC2OC(=O)Nc1ccc(F)cc1 (stereo not given)	3
CC(C)(C)NC(=O)[C@@H](c1cccnc1)N(C(=O)c1ccco1)c1ccc(C(C)(C)C)cc1	8
Nc1[nH]nc2nnc(-c3c(-c4ccccc4)nn4ccccc34)cc12	-27
CCOc1ccc(-c2nc(CSCC(=O)NC3CCC3)c(C)o2)cc1	4
COc1ccc(CCNC(=O)c2c(N)[nH]c(C(=O)c3ccccc3)c2-c2ccc(N(C)C)cc2)cc1	4
C[C@H]1[C@@H](OC(=O)NCc2ccccc2Cl)CC[C@@]23CCCN2C(=O)CCC[C@@H]13	-6
Cc1c(P(=S)(c2ccccc2)c2ccccc2)c2ccccc2n1C	-1
CCCC1CCC2(CC1)CCC2OC(=S)Nc1ccc(I)cc1 (stereo not given)	-2
CCOC(=O)[C@@H](NC(=O)[C@@H]1CC=C[C@@H]2CCN(Cc3ccc(Cl)cc3)C(=O)[C@@H]21)C(C)C	-4
O=C(c1ccccc1)C1CCN(c2ncnc3sccc23)CC1	22
COCCOC(=O)N(C)C[C@@H]1OCCCC[C@H](C)Oc2ccc(NC(=O)Nc3ccccc3)cc2C(=O)N([C@@H](C)CO)C[C@H]1C	1
CCC[C@H]1[C@H](N)CC[C@@]23CCCN2C(=O)CCC[C@@H]13	-8
O=C(N1CCC(C(O)(c2ccccc2)c2ccccc2)CC1)n1ncc(C(O)(c2ccccc2)c2ccccc2)n1	9
Cc1cc(C)n2ncc(C(=O)Nc3ccc4c(c3)OCCO4)c2n1	-4
CCNC(=O)CCc1nc(-c2ccc(C(C)C)cc2)no1	-5
COc1cccc(OC)c1NC(=O)OC1CCC12CCC(c1ccccc1)CC2 (stereo not given)	2
CCC(CC)NC(=O)O[C@H]1CC[C@@]23CCCN2C(=O)CCC[C@H]3C1	-5
Cc1ccc(OCCOc2ccc(Cl)cc2Cl)c(Br)n1	9
CC(C)C[C@H](NC1(C(=O)NCCc2c[nH]c3ccccc23)CCC1)C(=O)NCCCc1ccccc1	9
CC(C)(N[C@@H](Cc1ccccc1)C(=O)NCCCc1ccccc1)C(=O)NCc1ccccc1	-4
CCCC1CCC2(CCCN2CCOC(=O)Nc2cccc(Cl)c2)CC1 (stereo not given)	2
CC(C)C(NC(=O)[C@H](Cc1ccccc1)NC(=O)OCc1ccccc1)P(=O)(O)OC(Cc1ccccc1)C(=O)O (stereo not given in full)	5
C[C@H]1[C@@H](OC(=O)NCc2ccc(Cl)c(Cl)c2)CC[C@@]23CCCN2C(=O)CCC[C@@H]13	6
O=C(c1ccc(Cl)c(Cl)c1)N1CCN(c2ccnc3cc(Cl)ccc23)CC1	8
O=C(N[C@@H]1CCCc2c1cnn2-c1ccc(F)cc1F)c1ccccn1	0
COc1cc(O)c(C(CC(=O)N2CC(C)OC(C)C2)c2ccc3c(c2)OCO3)c(OC)c1 (stereo not given)	-6

Some of these compounds in order of SMILES length, rising:
SMILES	PrPC TRFRET
CCNC(=O)CCc1nc(-c2ccc(C(C)C)cc2)no1	-5
O=C(N1CCC(C(O)(c2ccccc2)c2ccccc2)CC1)n1ncc(C(O)(c2ccccc2)c2ccccc2)n1	9
C[C@H]1[C@@H](OC(=O)NCc2ccc(Cl)c(Cl)c2)CC[C@@]23CCCN2C(=O)CCC[C@@H]13	6
CC(C)C(NC(=O)[C@H](Cc1ccccc1)NC(=O)OCc1ccccc1)P(=O)(O)OC(Cc1ccccc1)C(=O)O (stereo not given in full)	5

Continued.
SMILES	PrPC TRFRET
Nc1[nH]c(C(=O)c2ccccc2)c(-c2ccc(Cl)cc2)c1C(=O)NCCC1=CCCCC1	-2
CC(C)[C@H]1/C(=C/C2CC2)N2C(=O)C[C@H](c3ccccc3)N=C2N1C	-1
CC(C)(C)NC(=O)C(c1cccnc1)N(C(=O)c1cnc[nH]1)c1ccc(C(C)(C)C)cc1 (stereo not given)	16
Cc1cc(NS(=O)(=O)c2ccc3c(c2)CCC(=O)N3)ccc1Cl	12
O=C(Nc1cc(S(=O)(=O)N2CCOCC2)ccc1N1CCCC1)c1cc2c(s1)CCCC2	52*
COC(=O)c1cnn(-c2ccc(Cl)cc2)c1/C=N/NC(=S)Nc1ccccc1	-9
COc1ccccc1C1c2c(ncn(-c3ccccc3)c2=N)Oc2ccc3ccccc3c21 (stereo not given)	7
CCCC1CCC2(CC1)CCC2OC(=S)Nc1cccc(Cl)c1 (stereo not given)	4
O=C(N[C@@H](Cc1ccccc1)C(=O)NCP(=O)(O)OC(Cc1ccccc1)C(=O)O)OCc1ccccc1 (stereo not given in full)	0
CC1(C)CC2CN(Cc3ccccc3)S(=O)(=O)N2C1 (stereo not given)	-1
CNC(=O)CCc1nc(-c2ccc(C(C)C)cc2)no1	-1
O=C(CN[C@@H](Cc1c[nH]c2ccccc12)C(=O)NCCc1c[nH]c2ccccc12)NC1CCCCC1	-1
CCC[C@H]1[C@@H](NC(=O)c2cccnc2)CC[C@@]23CCCN2C(=O)CCC[C@@H]13	-16
C[C@H]1[C@@H](OC(=O)NCc2ccccc2)CC[C@@]23CCCN2C(=O)CCC[C@@H]13	7
COC(=O)C1=C(C(=O)OC)[C@@]2([C@H](Cc3ccc(C)cc3)Nc3ccccc3)C=C[C@@H]1O2	4
O=C(N1CCC(n2nc(-c3ccccc3)oc2=O)CC1)C1(c2ccccc2)CCCC1	9
O=C(Cc1ccccc1)NC1CCCc2c1cnn2-c1ccc(F)cc1F (stereo not given)	7
COP(=O)(O)C(COCCC(CC(C)C)NC(=O)OCc1ccccc1[N+](=O)[O-])NC(=O)OCc1ccccc1 (stereo not given)	-8
C[C@H]1[C@@H](OC(=O)NCc2ccc(C(F)(F)F)cc2)CC[C@@]23CCCN2C(=O)CCC[C@@H]13	8
C[C@H]1[C@@H](c2ccccc2)OC(O)([C@H](Cc2ccccc2)NC(=O)OC(C)(C)C)CN1C (stereo not given in full)	-4
O=C(OCC#CCSc1nnc(-c2cccc3ccccc23)o1)c1cc(F)c(F)c(F)c1	-2
CC(C)C[C@H](NC1(C(=O)NC2CCCCC2)CCN(C)CC1)C(=O)NCC(c1ccccc1)c1ccccc1	-21
CCCC/C=C1/[C@H](c2ccccc2)N(C)C2=N[C@H](c3ccccc3)CC(=O)N21	2
COc1cccc(-c2cc3nc(-c4ccco4)cc(N4CCN(C(C)=O)CC4)n3n2)c1	-5
O=C(Nc1cc(Cl)cc(Cl)c1)OCCN1CCCC12CCC(c1ccccc1)CC2 (stereo not given)	5
CCCC1CCC2(CCCN2CCOC(=O)Nc2ccccc2C)CC1 (stereo not given)	-1
CC(C)(C)c1ccc(C(=O)Nc2cc(Cl)c(F)cc2C(=O)O)cc1	4
COC(=O)[C@@H]1[C@H](O[Si](C)(C)C(C)(C)C)C2OC2C[C@H]1S(=O)(=O)c1ccccc1 (stereo not given in full)	-3
CCOc1ccc(CCNC(=O)C2CCCCC2)cc1OCC	-4
O=C(NCc1ccco1)O[C@@H]1CC[C@@]23CCCN2C(=O)CCC[C@H]3C1	5
Cc1cc(C)cc(-c2c(C(=O)c3ccccc3)[nH]c(N)c2C(=O)NCCc2c[nH]c3ccccc23)c1	7
CN(Cc1cccs1)c1ncnc2ccc(-c3ccc4c(c3)OCO4)cc12	-4
COc1ccccc1CNC1CCC12CCC(c1ccccc1)CC2 (stereo not given)	-1
Cn1ccc2cc(S(=O)(=O)N3CCN(S(=O)(=O)c4c(F)cccc4F)CC3)ccc21	0
O=C(Nc1sc2c(c1-c1nc3ccccc3s1)CCNC2)C(F)F	-4&-5
C#CCNC(=O)CSCc1nc(-c2ccc(OCC)cc2)oc1C	1
CCCC1CCC2(CC1)CCC2OC(=S)Nc1ccccc1Cl (stereo not given)	7
COc1ccc(C2Nc3ccccc3C(=O)N2Cc2ccco2)cc1COc1ccccc1C (stereo not given)	17
O=C(O[C@H]1CC[C@@]23CCCN2C(=O)CCC[C@H]3C1)N1CCOCC1	-2
OC(c1ccccc1)(c1ccccc1)C1CCN(CCCOc2ccc(Cl)cc2)CC1	-13&-12
CC1=CC(=O)C(C(C)C)=C/C1=N\OS(=O)(=O)c1ccccc1	0
O=C(Nc1ccc(Br)cc1)OCCN1CCCC12CCC(c1ccccc1)CC2 (stereo not given)	-1
O=C(OCC#CCSc1nnc(-c2cccc3ccccc23)o1)c1ccccc1	-8
CCCC1CCC2(CCCN2CCOC(=O)Nc2ccccc2)CC1 (stereo not given)	2
CCCN1CNc2c(c(=O)[nH]c(=S)n2CCc2c(Cl)cccc2Cl)C1	-15
CCN=C1S/C(=C/c2cc(C)n(-c3ccc(Cl)cc3F)c2C)C(=O)N1CC	7
C[C@H]1[C@@H](OC(=O)NCCc2ccccc2)CC[C@@]23CCCN2C(=O)CCC[C@@H]13	-9
CCC[C@H]1[C@@H](NC(=O)C2CCOC2)CC[C@@]23CCCN2C(=O)CCC[C@@H]13 (stereo not given in full)	-5
O=C(NCCO)[C@H](Cc1ccccc1)NC1(C(=O)NCCN2CCOCC2)CCCCC1	-1
CC(C)(C)OC(=O)N1CCC(N[C@@H](Cc2c[nH]c3ccccc23)C(=O)NCC(c2ccccc2)c2ccccc2)(C(=O)NC2CCCCC2)CC1	12
Cc1ccc(S(=O)(=O)N2c3ccccc3C[C@H]2CCC(=O)c2ccccc2)cc1	-3
C=CCN(Cc1ccc(OC)cc1OC)C(C#Cc1ccccc1)c1ccccc1 (stereo not given)	-6
CCC[C@H]1C(=O)CC[C@@]23CCCN2C(=O)CCC[C@@H]13	2
O=C(OCC#CCSc1nnc(-c2cccc3ccccc23)o1)c1cccc(F)c1	0
Cc1cccc(CNC(=S)OCCN2CCCC23CCC(c2ccccc2)CC3)c1 (stereo not given)	6
O=C1CCC[C@H]2C[C@H](NCc3cccs3)CC[C@]23CCCN13	-1
S=C(Nc1ccccc1Br)OCCN1CCCC12CCC(c1ccccc1)CC2 (stereo not given)	-10
Cc1cc(C)nc(NC(=S)N2CCN(c3ncc(C(F)(F)F)cc3Cl)CC2)c1	9
Cc1ccnc(SCc2cc(=O)c(OC(=O)c3ccc([N+](=O)[O-])cc3)co2)n1	-13
